Assay outcomes: PubChem BioAssay, National Center for Advancing Translational Sciences (NCATS)
KDM5B inh: inhibitors of human KDM5B histone demethylase; Q9UGL1; KDM5B demethylase, FDH-coupled NADH fluorescence (FDH is formaldehyde dehydrogenase); Potency, µM (series often up to 57.7 µM), without a hit: top-dose activity change, negative = inhibition, most hits filed as inhibitors; 2.6% of 220,000 active; active = well fitted inhibition curve with a large enough effect; inconclusive = small, poorly fitted or top-dose-only effect; inactive = no such curve, though single readings can be large or run the other way; note: 0% is about no effect; nearly all actives have a fitted effect of over 70% in size
Target sequence (Q9UGL1 whole entry, looked up): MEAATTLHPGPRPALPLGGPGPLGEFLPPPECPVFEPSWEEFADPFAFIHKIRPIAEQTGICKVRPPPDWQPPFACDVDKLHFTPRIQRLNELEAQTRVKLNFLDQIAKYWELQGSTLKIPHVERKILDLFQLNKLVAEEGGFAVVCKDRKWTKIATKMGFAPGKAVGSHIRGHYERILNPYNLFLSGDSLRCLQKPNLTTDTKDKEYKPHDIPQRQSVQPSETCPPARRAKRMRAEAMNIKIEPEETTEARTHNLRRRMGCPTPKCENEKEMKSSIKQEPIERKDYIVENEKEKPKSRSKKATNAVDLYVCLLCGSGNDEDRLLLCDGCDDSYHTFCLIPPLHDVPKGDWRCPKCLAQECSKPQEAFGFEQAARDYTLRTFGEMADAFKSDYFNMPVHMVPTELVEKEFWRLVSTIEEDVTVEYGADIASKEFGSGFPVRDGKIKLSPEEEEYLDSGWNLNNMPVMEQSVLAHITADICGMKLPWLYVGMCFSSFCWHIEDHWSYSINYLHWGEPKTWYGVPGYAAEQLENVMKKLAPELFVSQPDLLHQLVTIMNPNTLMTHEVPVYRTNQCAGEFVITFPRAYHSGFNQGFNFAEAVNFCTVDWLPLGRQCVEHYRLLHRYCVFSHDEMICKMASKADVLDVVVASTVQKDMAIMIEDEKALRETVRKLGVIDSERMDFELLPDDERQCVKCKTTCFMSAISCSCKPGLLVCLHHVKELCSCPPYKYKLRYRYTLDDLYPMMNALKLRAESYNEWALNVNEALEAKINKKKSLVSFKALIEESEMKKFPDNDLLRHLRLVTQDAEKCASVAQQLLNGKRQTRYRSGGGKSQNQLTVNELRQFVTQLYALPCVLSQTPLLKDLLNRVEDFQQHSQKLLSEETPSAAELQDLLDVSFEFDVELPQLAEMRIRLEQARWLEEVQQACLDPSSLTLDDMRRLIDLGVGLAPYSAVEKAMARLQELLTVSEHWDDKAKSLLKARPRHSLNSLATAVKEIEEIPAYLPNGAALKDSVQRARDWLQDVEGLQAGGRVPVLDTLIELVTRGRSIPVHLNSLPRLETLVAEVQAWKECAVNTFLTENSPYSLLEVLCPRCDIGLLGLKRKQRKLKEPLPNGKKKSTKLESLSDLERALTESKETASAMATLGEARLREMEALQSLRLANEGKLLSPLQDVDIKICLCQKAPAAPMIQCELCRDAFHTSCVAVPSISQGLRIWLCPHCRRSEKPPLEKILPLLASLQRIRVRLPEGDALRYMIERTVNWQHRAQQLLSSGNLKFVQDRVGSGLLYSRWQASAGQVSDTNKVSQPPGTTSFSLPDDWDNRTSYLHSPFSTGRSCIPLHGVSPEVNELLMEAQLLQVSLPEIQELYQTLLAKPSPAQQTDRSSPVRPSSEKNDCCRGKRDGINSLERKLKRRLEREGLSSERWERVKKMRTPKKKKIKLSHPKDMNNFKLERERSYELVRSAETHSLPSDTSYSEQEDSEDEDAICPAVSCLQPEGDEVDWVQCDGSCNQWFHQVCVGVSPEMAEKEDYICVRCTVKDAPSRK
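Compound dilutions met 200 nM (final) KDM5BΔAP for 10 min at room temperature before substrate addition. The substrate mix held 12.5 µM H3K4me3 with cofactors 25 µM α-ketoglutarate and 50 µM Fe²⁺. NADH signal gain over 30 min defined activity.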
Numbers without * were called inactive; ? = inconclusive; [ ] = remark or other dose. Potency is the fitted concentration of half-maximal effect. This is a subset (hit frequency here may not be typical).

SMILES | KDM5B inh
COc1ccc(C(C)=O)cc1COC(=O)Cc1ccc(Cl)cc1 | 17%
Cc1ccc(C(NC(=O)CSc2nnnn2C)c2cccs2)cc1 (stereo not given) | 9%
N#Cc1cccc(Nc2c3c(nc4ccc(Cl)cc24)CCC3)c1 | -8%
O=C(Nc1cccc(F)c1)C1CCN(c2nc3ccccc3nc2C(F)(F)F)CC1 | 13%
N#Cc1c(NC(=O)CSc2nccn2C2CC2)sc2c1CCCCC2 | 21%
COc1cccc2c1OCCCN(c1cc(C3CC(O)C3)nc(N)n1)C2 (stereo not given) | 9%
CC(C)c1noc(-c2cn(C3CCCN(C(=O)c4ccc(Cl)cc4)C3)nn2)n1 (stereo not given) | 15%
O=C(Cc1csc(-c2ccccc2Cl)n1)Nc1nc2c(s1)CCCCC2 | 3%
CC(=O)c1ccc(NC(=O)c2cc(C)nn2-c2ccccc2)cc1 | -10%
Cc1ccc2cccc(NC(=O)COc3ccc(Cl)c(C)c3)c2n1 | -7%
COC(=O)C1CCN(C(=O)c2sc3ccccc3c2Cl)CC1 | 11%
O=c1c(/C=N/O)coc2ccccc12 | -6%
COc1ccc(Nc2nnc(SC(C)C#N)s2)cc1 (stereo not given) | 18%
Cc1cc(C)cc(NC(=O)C2(c3cccs3)CCOCC2)c1 | -18%
COc1cccc(CSc2nc3n(n2)C(CC(C)C)C(C(=O)Nc2ccccc2C)=C(C)N3)c1 (stereo not given) | -9%
CC(=O)Nc1ccc(CN2CCC3(C2)NC(=O)c2ccccc2CO3)cc1 (stereo not given) | 1%
CCCCN(C)C(=O)c1cccc2c(C)c(C)[nH]c12 | 20%
COc1ccccc1SC(C)C(=O)NC1CCCC1 (stereo not given) | -6%
CCC(=O)N1CCC2(CC1)NCCc1c2[nH]c2ccc(OC)cc12 | ?
COc1ccc(-c2nn(C)c(=O)c3ccccc23)cc1NC(=O)COc1ccc(C)cc1 | 9%

The closing five compounds of the section before lead into the next:
SMILES | KDM5B inh
CC(=O)Nc1ccc(CN2CCC3(C2)NC(=O)c2ccccc2CO3)cc1 (stereo not given) | 1%
CCCCN(C)C(=O)c1cccc2c(C)c(C)[nH]c12 | 20%
COc1ccccc1SC(C)C(=O)NC1CCCC1 (stereo not given) | -6%
CCC(=O)N1CCC2(CC1)NCCc1c2[nH]c2ccc(OC)cc12 | ?
COc1ccc(-c2nn(C)c(=O)c3ccccc23)cc1NC(=O)COc1ccc(C)cc1 | 9%
Cc1ccc(C)c(NC(=O)Cn2c(=O)ccc3cc(S(=O)(=O)N4CCCC4)ccc32)c1 | -24%
O=C(Cn1ccn2nc(-c3ccccc3)c(CO)c2c1=O)Nc1cccc(Cl)c1 | ?
CCOc1ccc(CCNC(=O)CCCn2c(=O)c3cccn3c3cccnc32)cc1OCC | -22%
O=C(c1cccs1)N(Cc1cccc2[nH]ccc12)C1CC1 | -10%
C=CCn1c(CN2CCC3(CC(=O)NC3=O)C2)nc2ccccc21 (stereo not given) | ?
COc1ccccc1CNC[C@H]1O[C@H](Cc2cc(-c3ccccc3)on2)CC[C@@H]1O | 45%[activator][86.2 µM]
CCC(C)(C)NC(=O)C1CCN(S(=O)(=O)c2c(C)noc2/C=C/c2ccc(C)cc2)CC1 | 92%[activator]
CCOC(=O)Cn1cc(CN2CCS(=O)(=O)N(Cc3ccc(Cl)cc3)C(C(=O)OC)C2)nn1 (stereo not given) | -9%
COc1ccc2c(c1)cc(C(=O)NCc1ccccc1)n2C | ?
CCOC(=O)C1(CCOC)CCN(C(=O)c2sccc2C)CC1 | 8%
CCN1CCCC2(CCN(C(=O)Cn3ccccc3=O)C2)C1=O (stereo not given) | ?
CCc1cccc(NC(=O)Cn2c(C)cc3nc4n(c(=O)c32)CCCCC4)c1 | -10%
CCNC(=O)[C@@H]1C[C@H](NC(=O)CCc2ccccc2)CN1Cc1cnc[nH]1 | -13%
C=CCNc1nc2c(c(=O)n(C)c(=O)n2C)n1Cc1ccccc1 | 16%
Cc1ccccc1NC(=O)COc1ccc(C(=O)Nn2c(C)ccc2C)cc1 | -17%
Cc1ccc(-c2cc(N3CCCN(C(=O)C(C)Oc4ccccc4)CC3)n[nH]2)cc1C (stereo not given) | ?
CN(C)C(=O)COC(=O)c1cc(-c2cccs2)nc2ccccc12 | 367%[activator]
COc1cccc(-c2nc(SCC(=O)NC3CCCC3)c(-c3ccc(F)cc3)[nH]2)c1 | 7%
Cc1cc(C)cc(Nc2cc(C)nc3nncn23)c1 | -9%
COC1CCC12CCN(Cc1ccc(C)o1)CC2 (stereo not given) | ?
COc1ccc(C(O)c2nc3ccccc3n2C(C)C)cc1 (stereo not given) | -7%
Cc1sc2ccn(CC(C)C)c(=O)c2c1C(=O)NCc1cc(F)cc(F)c1 | -8%
Cc1ccc(-c2noc(COc3ccccc3C(=O)N3CCN(C)CC3)n2)cc1 | 0%
O=C(CCc1ncc(-c2ccc(F)cc2)o1)N1CCSCC1 | -1%
COC[C@H]1C[C@@H](NCc2ccc(F)cc2)[C@H](O)[C@@H]1O | -1%[115 µM]
CC(C(=O)Nc1cccc(Cl)c1)N1CCN(c2ccc([N+](=O)[O-])c3cnccc23)CC1 (stereo not given) | -2%
O=C(Cc1noc2ccccc12)N1CCCn2nc(CO)cc2C1 | 45%[activator]
COc1ccc(C2=NN(CCC(=O)NCc3cccs3)C(=O)CC2)cc1 | 20%
CCc1ccccc1NC(=O)Cn1nc(CC)n2c(cc3sccc32)c1=O | -1%
Cc1c(O)ccc2c(CN(C)CC(=O)Nc3cccc4ccccc34)cc(=O)oc12 | ?
CCc1cccc(C)c1NC(=O)CSc1ncnc2ccccc12 | -5%
CCOC(=O)C1=C(CN(CC)Cc2ccccc2)NC(=O)NC1c1ccc(Cl)cc1 (stereo not given) | ?
O=C(NCCc1c[nH]c2ccccc12)c1ccc(-c2ccccc2)cc1 | -16%
CCc1ccccc1NC(=O)C(CC)Oc1ccccc1-c1nnc(-c2ccccc2)o1 (stereo not given) | -25%
CC(=O)N1C[C@@H]2CCCN3CCC[C@@H]([C@H]23)[C@H]1CCCC(=O)N1CCN(C)CC1 | 25µM*
CC(C)Oc1ccc(C(=O)Nc2ccc(-c3nc4ccccc4s3)cc2)cc1 | -13%
CCn1cc(CN2CCC3(CCC3NC(=O)COC)CC2)cn1 (stereo not given) | -18%
CCc1ccc(NC(=O)CCS(=O)(=O)c2cc3c(cc2Cl)NC(=O)CO3)cc1 | 2%
CN1CCN(c2nc3c(c(=O)[nH]2)CCN(Cc2ccc4[nH]ccc4c2)CC3)CC1 | -1%
CCCN1C=C(OC(=O)c2ccccc2OC)c2ccccc2S1(=O)=O | -1%

By substructure: those above with a cyano group.
SMILES | KDM5B inh
N#Cc1cccc(Nc2c3c(nc4ccc(Cl)cc24)CCC3)c1 | -8%
N#Cc1c(NC(=O)CSc2nccn2C2CC2)sc2c1CCCCC2 | 21%
COc1ccc(Nc2nnc(SC(C)C#N)s2)cc1 (stereo not given) | 18%

New compounds follow:
SMILES | KDM5B inh
CC(=O)N1CC2(Cc3ccccc31)CN([S+](=O)([O-])c1cccs1)C2 | 11%
Cc1ccc2c(c1)CCCN2C(=O)c1cc2ccccc2oc1=O | 3%
COCC(=O)N1CCC2(CC1)Nc1ccccc1NC2=O | -11%
COc1ccc(/C=C/C(=O)c2ccc(OC)cc2)cc1 | -5%
Cc1ccccc1N1CCN(S(=O)(=O)c2nnc(NC(=O)c3ccccc3)s2)CC1 | ?
COCCn1ncc(N2CCCC(CC(=O)N(C)Cc3ccccc3)C2)cc1=O (stereo not given) | -15%
Cc1ccccc1-n1nnnc1C1(NCc2ccccc2)CCCC1 | 2%
O=C(c1ccccc1F)N1CCn2ncc(C(=O)N3CCOCC3)c2C1 | -4%[115 µM]
COc1ccccc1NC(=O)c1cnc(N2CCCCC2)c2ccccc12 | ?
COCC1CN(C(C)=O)CC12CCN(Cc1ccc(Br)o1)CC2 (stereo not given) | ?
O=C(NCC1CCCO1)c1cc(-c2ccccc2)nc2ccccc12 (stereo not given) | ?
O=C1CC2CCCC(C1)N2C(=O)c1ccc2c(c1)OCO2 | -6%[86.2 µM]
O=C(Nc1ccc(S(=O)(=O)Nc2ncccn2)cc1)c1cc(=O)c2ccccc2o1 | 9%
COc1ccc(CN2Cc3cc(NC(=O)c4ccccc4F)ccc3OC(C)C2=O)c(OC)c1 (stereo not given) | 16%
Cc1noc(C)c1C(C(=O)O)N(C)Cc1nc(-c2ccccn2)no1 (stereo not given) | 8%
CCOc1ccc(NCc2cccn2-c2nnc(N3CCC(C(=O)NC(C)C)CC3)s2)cc1 | -3%
CCCSCCCNC(=O)C1CCN(C(=O)c2cnn(-c3ccccc3)c2-n2cccc2)CC1 | -18%
CCc1nnc2c(Nc3ccc(N(CC)CC)cc3C)nc3ccccc3n12 | -39%
O=C(/C=C/Nc1ccc(Oc2ccccc2)cc1)c1ccccc1 | -20%
COC1CCOC2(CCN(C(=O)c3cc(-c4ccccc4)n[nH]3)CC2)C1 (stereo not given) | 4%
C/C(=N/NC(=S)NCc1ccccc1)c1ccc(Cl)c(Cl)c1 | 19%
COc1ccc(-c2csc(-c3nc(-c4ccc(C)cc4C)cs3)n2)cc1 | 2%
COc1ccc(S(=O)(=O)N2CCC(C(=O)Nc3ccc(Oc4ccccc4)cc3)CC2)cc1 | 10%
CCN(CC)c1ccc(NC(=O)CN2CCN(CC(=O)Nc3ccccc3OC)CC2)cc1 | -49%
COc1ccccc1C(=O)NCCc1sc2nc(-c3ccc(F)cc3)nn2c1C | -6%
CCCCCCCCCCCC(=O)N/N=C/c1ccc(C(C)(C)C)cc1 | -13%
CCCCOc1ccccc1C(=O)Nc1ccc(OCCC)c2ncccc12 | ?
c1cncc(Nc2cc3c(cn2)CN(Cc2ccsc2)CCN3)c1 | -17%[86.2 µM]
CC1=CC2=NC(=O)/C(=C/c3coc4ccccc4c3=O)C(=N)N2O1 | -8%
CNC(=O)[C@@H]1C[C@@H](Nc2ncnc(Oc3cccnc3C)c2C)CN1C | ?
NC(=O)CN1C(=O)CO[C@H]2CN(CC3CCCCC3)C[C@H]21 | ?
COc1ccc2c(c1)CC(C(=O)Nc1ccc(OC)cc1OC)CO2 (stereo not given) | -7%
O=C(N/N=C/c1ccccc1F)c1csc2ccccc12 | -13%
CSc1ccc(C(C)NC(=O)c2cc(F)ccc2F)cc1 (stereo not given) | 14%
N#Cc1ccc(NCCc2ccccn2)c([N+](=O)[O-])c1 | 0%
Cc1cc(C)c2cc(C(=O)N3CCCCC3)[nH]c2c1C | 9%
CC(c1nn[nH]n1)n1ccnc1-c1cn(C2CCNCC2)nn1 (stereo not given) | ?
CC(C)N(Cc1ccccc1)C(=O)C1CCCN(c2ncnc3onc(-c4ccc(F)cc4)c23)C1 (stereo not given) | ?
N#C/C(=C\c1cccc(Cl)c1)C(=O)c1ccccc1 | ?
CN(C)c1ccc(C(=O)N2CCN3C(=O)N(Cc4ccccc4)C(=O)[C@H]3C2)cc1 | 4%[86.2 µM]
CCn1nnc(NCc2ccc(Cl)cc2Cl)n1 | 8%
CC1(C)CC(=O)c2cc(C#N)c(SCC(N)=O)nc2C1 | 15%
Cc1nnc(C2CCCCCN2S(=O)(=O)c2cccnc2)o1 (stereo not given) | -15%
CNC(=O)Cn1nc(C2CCN(C(=O)Cc3ccsc3)CC2)c2c1CCOC2 | 19%
COc1ccccc1C(=O)Nc1c(C(=O)c2ccccc2)oc2ccccc12 | ?
COc1ccc(NC(=O)CN2C(=O)CC(c3ccc(C)c(C)c3)=Nc3ccccc32)cc1OC | -8%
COc1ccc(-c2cc3nc4c(c(=O)n3[nH]2)CN(C(=O)CC(C)C)CC4)cc1 | ?
O=C(Cc1ccsc1)N1CCC2(CC1)CC(N1CCCCC1)CCO2 (stereo not given) | -6%
O=C(CSc1nc2c(c(=O)[nH]1)CCCC2)Nc1cccc(O)c1 | -1%
CCOc1ccccc1NC(=O)C(=O)NCCc1sc(-c2cccc(F)c2)nc1C | 6%
Fc1ccc(CN2Cc3[nH]cnc3C[C@H]2c2nc(-c3ccccc3)no2)cc1 | -14%[86.2 µM]
CCOC(=O)c1sc(NC(=O)c2ccc3nc[nH]c3c2)nc1C | 0%
Cc1ccc(C(=O)NCc2nnc3cc(-c4nc(C5CC5)no4)ccn23)cc1C | 28µM*
CNc1nc(-c2cc(C)n(NC(=O)c3n[nH]c(=O)c4ccccc34)c2C)cs1 | 7%
COc1ccc(NC(=O)CCCSc2nc(-c3ccco3)cc(C(F)(F)F)n2)cc1OC | ?
Fc1ccc(NC(=S)N[C@H]2CO[C@H]3[C@@H]2OC[C@@H]3n2nnnc2Oc2ccc3c(c2)OCO3)cc1 | ?
O=C(Nc1cc(-c2ccccc2)sc1C(=O)O)c1cccc(F)c1 | -5%
O=C(CN1C(=O)COc2ccc(S(=O)(=O)N3CCCC3)cc21)N1CCN(c2cccc(C(F)(F)F)c2)CC1 | -1%
CCN1C(=O)c2ccccc2S(=O)c2ccc(C(=O)N3CCN(c4cc(Cl)ccc4C)CC3)cc21 (stereo not given) | -12%
COCCn1cc(C(=O)NCCc2c(C)cc(C)cc2C)ccc1=O | 16%
COCCN(CC1CCN(Cc2ccccc2F)CC1)C(=O)c1ccc(OC)cc1OC | 13%
CCCCC(=O)NC1(C(F)(F)F)C(=O)N(Cc2ccccc2)C(C)=C1C(=O)OC (stereo not given) | -6%
CCN(CC)C(=O)C1=C(C)Nc2nc3ccccc3n2C1c1ccccc1F (stereo not given) | -18%
